TCR activator – Activators of T cell receptors: qHTS campaign; primary human leukocytes, anti-CD3, IL-2 HTRF, 48 h; Potency, µM (titrated, usually from 9.22 µM), inactives show at the top dose activation of IL-2 secretion, usual class: activators; 330,000 tested, under 10 active; further: % of control where 0% means no effect
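IL-2 release read by HTRF sandwich (Eu cryptate donor, d2 acceptor, 665 nm emission) after 48 hr exposure of primary human leukocytes to compound together with anti-CD3 beads in the absence of co-stimulatory signals.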
GALK inh – qHTS Assay for Inhibitors of Human Galactokinase (GALK); P51570; Purified GALK, Kinase-Glo residual ATP luminescence; Potency, µM (series often up to 57.5 µM), for inactives: top-dose activity change, negative = inhibition, hits mostly inhibitors; actives 0.007% (n = 270,000); further: potency means the concentration at half of the fitted maximal effect; on the % scale 0 is the no-effect control and ±100 the full control effect
Target sequence (P51570 whole entry, looked up): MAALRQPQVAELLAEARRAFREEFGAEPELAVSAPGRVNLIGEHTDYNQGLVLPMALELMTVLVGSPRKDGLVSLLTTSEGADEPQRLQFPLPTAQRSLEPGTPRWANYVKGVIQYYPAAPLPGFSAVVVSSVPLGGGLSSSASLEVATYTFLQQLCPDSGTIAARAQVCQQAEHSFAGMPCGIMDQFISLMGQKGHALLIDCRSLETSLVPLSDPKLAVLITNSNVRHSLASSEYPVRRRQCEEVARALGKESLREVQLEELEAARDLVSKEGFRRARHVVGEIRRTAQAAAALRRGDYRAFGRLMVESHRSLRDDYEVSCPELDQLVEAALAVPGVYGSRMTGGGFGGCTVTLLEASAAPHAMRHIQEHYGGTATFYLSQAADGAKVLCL
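Galactose (100 uM) and ATP (35 uM) were turned over by 5 nM GALK for 1 h at RT. Kinase-Glo Plus then converted the remaining ATP into a luminescent signal.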
CXXC DNA block – qHTS Fluorescence Polarization Assay for Inhibitors of MLL CXXC domain - DNA interaction | Potency, µM (top dose mostly 115 µM), for the others: at the highest dose activity change, negative = inhibition, hits mostly inhibitors | AID 2662, 2010 | actives 0.037% (n = 290,000) | MLL-CXXC / FITC-HOXA9 DNA fluorescence polarization; active means well fitted inhibition curve with a large enough effect in the polarisation, with a control signal flat, not every such curve was filed as active; inconclusive means small, poorly fitted or top-dose-only effect, or effect the other way, or a change in a side signal; inactive means no such curve, though single readings can be large or run the other way; the % refers to the polarisation; further: potency means the concentration at half of the fitted maximal effect
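Steps: dispense CXXC domain solution (7 uM) → pin compounds or unlabeled HOX-A9 DNA control → 5 min ambient → add FLSN-HOX-A9 solution (50 nM) → spin → 30 min ambient → fluorescence polarization. Tris pH 7.5/NaCl/DTT/BSA buffer.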
Chronic BCR inh – qHTS Assay to Find Inhibitors of Chronic Active B-Cell Receptor Signaling; ABC-DLBCL IkBa-CBG/CBR reporter, luminescence ratio, 4 h; Potency, µM (titrated, usually from 46.1 µM), inactives show top-dose ratio change, negative = lower green/red ratio, actives largely listed as inhibitors; actives 0.05% (n = 340,000); active means well fitted inhibition curve with a large enough effect in the signal ratio, with a control signal flat, not every such curve was filed as active; inconclusive means small, poorly fitted or top-dose-only effect, or effect the other way, or a change in a side signal; the % refers to the signal ratio;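 further: potency means the concentration at half of the fitted maximal effect; plate controls were basal doxycycline-induced cells for no effect and cells given 10 µM MG132 for full effect; MG132 reads +100%, hits lower the ratio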
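Compounds up to 46 uM were incubated four hours with TMD8 cells whose green CBG68 luciferase is fused to IkappaBalpha; red CBR luminescence normalised the signal, and concentration-effect curves were fitted to fusion, red and ratio data.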
KCNH2 WT inh – qHTS for Inhibitors of KCHN2 3.1: Wildtype qHTS. activity change, % at 1.84 µM. actives 0.37% (n = 340,000). U2OS, BacMam KCNH2, thallium flux FluxOr; active compounds read low;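 active means maximum activity change below -70%; inconclusive means maximum activity change between -70% and -50%; inactive means maximum activity change above -50%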; further: on the % scale 0 is the no-effect control and ±100 the full control effect
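U2OS cells transduced with wild-type KCNH2 virus are loaded with FluxOr dye for 45 min, and thallium flux is measured in kinetic reads before and after stimulation buffer. Rate constants are normalized to DMSO controls.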
A-T KAP1 phos – qHTS Assay for Identifying a Potential Treatment of Ataxia-Telangiectasia | […] A-T fibroblasts, KAP-1 phosphorylation AlphaLISA; neocarzinostatin DNA damage 30 min before lysis | Potency, µM (series often up to 57.5 µM), inactives show top-dose activation, actives largely listed as activators | actives 0.19% (n = 320,000); further: potency means the concentration at half of the fitted maximal effect; % of control where 0% means no effect; nearly all actives have a fitted effect of over 45% in size
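ATM-like activity read as KAP-1 phosphorylation via AlphaLISA donor/acceptor antibody pairs after lysis and 6 hr at 25C. Cells were ATM-null patient fibroblasts ([…], hTERT), dosed 60 min, then exposed to the DSB inducer NCS for 30 min.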
Tb PFK block – qHTS Assay to Find Inhibitors of T. brucei phosphofructokinase; ATP-dependent 6-phosphofructokinase (Trypanosoma brucei brucei), O15648; AID 485367, 2010; Potency, µM (top dose mostly 57.5 µM), without a hit: at the top dose activity, negative = inhibition, actives largely listed as inhibitors; actives 0.17% (n = 330,000); T. brucei PFK, ADP-Glo luminescence;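 further: potency means the concentration at half of the fitted maximal effect; 0% = uninhibited 1x PFK enzyme wells and -100% = no-enzyme wells; nearly all actives have a fitted effect of over 60% in size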
Target sequence (O15648 whole entry, looked up): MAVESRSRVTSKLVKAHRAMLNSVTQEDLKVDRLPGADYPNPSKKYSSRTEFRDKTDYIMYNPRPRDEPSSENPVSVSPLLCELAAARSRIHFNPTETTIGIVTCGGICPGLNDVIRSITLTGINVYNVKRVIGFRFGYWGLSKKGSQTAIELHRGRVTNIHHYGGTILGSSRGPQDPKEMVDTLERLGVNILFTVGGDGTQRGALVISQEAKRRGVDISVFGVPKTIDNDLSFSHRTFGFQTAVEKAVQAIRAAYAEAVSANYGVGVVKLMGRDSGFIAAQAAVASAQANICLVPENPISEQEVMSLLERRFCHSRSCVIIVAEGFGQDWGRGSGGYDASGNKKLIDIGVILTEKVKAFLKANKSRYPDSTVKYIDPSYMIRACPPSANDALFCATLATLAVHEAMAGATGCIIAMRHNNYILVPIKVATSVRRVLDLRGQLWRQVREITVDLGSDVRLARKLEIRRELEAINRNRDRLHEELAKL
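1.25 nM PFK with 0.5 mM F6P and 0.1 mM ATP in 0.1 M TEA pH 8.0, 5 mM MgCl2, incubated 45 min at room temperature; ADP measured by ADP-Glo luminescence; compounds titrated up to 57 uM.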
TSHR antag – Antagonists of the Thyroid Stimulating Hormone Receptor: HTS campaign. Thyrotropin receptor (Homo sapiens), P16473. TSHR-expressing cells, TSH-stimulated cAMP HTRF, 2 h; active compounds read low. activity change, negative = inhibition, % at 11.5 µM. actives 0.2% (n = 330,000). AID 504810, 2011;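 active means activity change below a set negative limit, meaning inhibition stronger than a set level, cut at about -70% in these data; inconclusive means activity change between two set negative limits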; further: on the % scale 0 is the no-effect control and ±100 the full control effect
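TSHR-expressing cells, 200/well, pre-treated with compound, then stimulated with EC80 TSH (4nM final) for 2 hours at 37 deg C. cAMP measured by competitive HTRF: anti-cAMP cryptate antibody in lysis buffer plus cAMP-d2, read after 30 minutes at room temperature.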
Giardia kill – Small Molecules that selectively kill Giardia lamblia: qHTS; AID 540267, 2011; Giardia lamblia trophozoite viability; actives 0.15% (n = 340,000); activity change, % at 7.66 µM, hits read low; in the data active means activity change below about -80%; inconclusive means between about -30% and that limit;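 further: parasites exposed to compound for two days anaerobically before the ATP read; on the % scale 0 is the no-effect control and ±100 the full control effect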
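Trophozoites 100 cells/well + cpd; 48 hrs, 37 deg C, anaerobic. ATPLite 1-Step added, 15-30 min RT, luminescence read (ATP-based viability).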
Coupling enz – qHTS Assay for Inhibitors of Fructose-1,6-bisphosphate Aldolase from Giardia Lamblia: Coupling assay counterscreen. coupling enzyme system counterscreen, AmpLite Red fluorescence. activity change, negative = inhibition, % at 58.2 µM, hits read low. actives 0.67% (n = 290,000); in the data active means activity change below about -30%; further: on the % scale 0 is the no-effect control and ±100 the full control effect
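Coupling enzymes only (glyceraldehyde-3-phosphate) + compound, at 57.5 uM final, 10 min RT; add substrate/coupling/AmpLite Red mix, 20 min RT; fluorescence ex 525/em 598 nm. Actives flag coupling-system interference.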
Starred values were filed as active, the others as inactive; [ ] = another dose, or the depositor's remark. Unless noted, the call rests on the fitted dose curve; in most records, active means well fitted curve in the direction sought with a large enough effect; inconclusive means small, poorly fitted or top-dose-only effect, or another doubt; inactive means no such curve, though single readings can be large; an effect the other way counts as inactive or inconclusive.

Sample of the layout:
`CC(C)(C)OC(=O)N1CCN(C(=O)c2ncn(Cc3ccccc3)c2C(=O)N2CCN(C(=O)OC(C)(C)C)CC2)CC1` gave TCR activator 1%, Chronic BCR inh inconclusive, KCNH2 WT inh 15, A-T KAP1 phos 12%, Tb PFK block 0%, TSHR antag 8 and Giardia kill 17.
C=C1C[C@H](O[C@@H]2O[C@H](CO)[C@@H](O)[C@H](O)[C@H]2O)[C@@H]2[C@H](OC(=O)[C@H]2C)[C@H]2[C@H](C)[C@@H](O)C[C@@H]12 was read as TCR activator 3%, Chronic BCR inh 0%, KCNH2 WT inh 4, A-T KAP1 phos 4%, Tb PFK block 2%, TSHR antag -11 and Giardia kill -6.
Screening CC(=O)c1cnc2nc(SCc3cccc(C)c3)nn2c1C returned TCR activator -2%, GALK inh 4%, CXXC DNA block -9%, Chronic BCR inh 0%, KCNH2 WT inh -9, A-T KAP1 phos -4%, Tb PFK block 0%, TSHR antag 6, Giardia kill -30 and Coupling enz 6.
`CCOC(=O)C1=C(COC(=O)/C=C/c2cccc(Br)c2)NC(=O)NC1C` (stereo not drawn) gave TCR activator 0%, Chronic BCR inh 0%, KCNH2 WT inh 6, A-T KAP1 phos 1%, Tb PFK block 3%, TSHR antag 4 and Giardia kill 5.

The whole of this part, from the start:
`CC(C)(C)OC(=O)N1CCN(C(=O)c2ncn(Cc3ccccc3)c2C(=O)N2CCN(C(=O)OC(C)(C)C)CC2)CC1` gave TCR activator 1%, Chronic BCR inh inconclusive, KCNH2 WT inh 15, A-T KAP1 phos 12%, Tb PFK block 0%, TSHR antag 8 and Giardia kill 17.
C=C1C[C@H](O[C@@H]2O[C@H](CO)[C@@H](O)[C@H](O)[C@H]2O)[C@@H]2[C@H](OC(=O)[C@H]2C)[C@H]2[C@H](C)[C@@H](O)C[C@@H]12 was read as TCR activator 3%, Chronic BCR inh 0%, KCNH2 WT inh 4, A-T KAP1 phos 4%, Tb PFK block 2%, TSHR antag -11 and Giardia kill -6.
Screening CC(=O)c1cnc2nc(SCc3cccc(C)c3)nn2c1C returned TCR activator -2%, GALK inh 4%, CXXC DNA block -9%, Chronic BCR inh 0%, KCNH2 WT inh -9, A-T KAP1 phos -4%, Tb PFK block 0%, TSHR antag 6, Giardia kill -30 and Coupling enz 6.
`CCOC(=O)C1=C(COC(=O)/C=C/c2cccc(Br)c2)NC(=O)NC1C` (stereo not drawn) gave TCR activator 0%, Chronic BCR inh 0%, KCNH2 WT inh 6, A-T KAP1 phos 1%, Tb PFK block 3%, TSHR antag 4 and Giardia kill 5.
For CCc1ccc(Nc2nnc(SC(C)C(=O)NC3CC3)s2)cc1 (stereo not drawn) the results were TCR activator -4%, Chronic BCR inh -1%, KCNH2 WT inh 19, A-T KAP1 phos 12%, Tb PFK block 6% and Giardia kill 0.
For COc1ccccc1/C=C(/CC(=O)NCc1ccccc1)c1nc2ccccc2s1 the results were TCR activator 3%[46.1 µM], GALK inh -1%, CXXC DNA block 5%, Chronic BCR inh 13%, KCNH2 WT inh 3, A-T KAP1 phos 3%, Tb PFK block 8%, TSHR antag -10, Giardia kill -13 and Coupling enz 2.
Cc1cccc(NC(=O)N2CCC(C(=O)c3ccc(F)cc3)CC2)c1 was read as TCR activator 2%, GALK inh 3%, CXXC DNA block -4%, Chronic BCR inh -11%, KCNH2 WT inh -2, A-T KAP1 phos 1%, Tb PFK block -9%, TSHR antag -6, Giardia kill 4 and Coupling enz 6.
For CN(C)CCCN1C(=O)CSC1c1ccccc1 (stereo not drawn) the results were TCR activator -3%, GALK inh -4%, CXXC DNA block 12%, Chronic BCR inh 3%, KCNH2 WT inh -4, A-T KAP1 phos 5%, Tb PFK block 5%, TSHR antag 4, Giardia kill 6 and Coupling enz 1.
O=C(COc1ccccc1Br)c1ccc(O)cc1O was read as TCR activator 0%, GALK inh -6%, CXXC DNA block 1%, Chronic BCR inh inconclusive, KCNH2 WT inh -12, A-T KAP1 phos 2%, Tb PFK block 7%, TSHR antag -19, Giardia kill -4 and Coupling enz 9.
For COc1ccc(OC)c(CNC(=O)CCn2nc(C)c3c(C)n(-c4ccccc4)nc3c2=O)c1 the results were TCR activator 1%, GALK inh 3%, CXXC DNA block -4%, Chronic BCR inh -1%, KCNH2 WT inh 8, A-T KAP1 phos 6%, Tb PFK block -5%, TSHR antag -6 and Giardia kill 4.
COC(=O)c1cc(=O)n(Cc2ccc(F)cc2)c(=NCc2ccc(F)cc2)s1 was read as TCR activator 0%, GALK inh -2%, CXXC DNA block -1%, Chronic BCR inh 10%, KCNH2 WT inh 3, A-T KAP1 phos -3%, Tb PFK block -5%, TSHR antag -2, Giardia kill -5 and Coupling enz 2.
Screening Cc1cc(C)nc(NC(=O)Nc2ccc(F)cc2F)n1 returned TCR activator 3%, GALK inh -3%, CXXC DNA block -2%, Chronic BCR inh -1%, KCNH2 WT inh 3, A-T KAP1 phos -1%, Tb PFK block 1%, TSHR antag 6, Giardia kill -10 and Coupling enz -1.
Screening COc1ccc(C)cc1NC(=O)CSc1nnc(-c2ccco2)n1Cc1ccco1 returned TCR activator -9%, GALK inh 3%, CXXC DNA block -4%, Chronic BCR inh 4%, KCNH2 WT inh 7, A-T KAP1 phos 4%, Tb PFK block -2%, TSHR antag 11, Giardia kill 18 and Coupling enz 1.
`CCN(CC)C(=O)Cn1cc(S(=O)(=O)CC(=O)Nc2cc(OC)ccc2OC)c2ccccc21` gave TCR activator -7%, GALK inh -8%, CXXC DNA block 1%, Chronic BCR inh 5%, KCNH2 WT inh -2, A-T KAP1 phos 9%, Tb PFK block -1%, TSHR antag -1 and Giardia kill -14.
O=C(Nc1ccc(N2C(=O)C3C4C=CC(C4)C3C2=O)cc1)Nc1cccnc1 (stereo not drawn) was read as TCR activator 0%, GALK inh 1%, CXXC DNA block -1%, Chronic BCR inh 4%, KCNH2 WT inh 11, A-T KAP1 phos 4%, Tb PFK block -29%, TSHR antag 8, Giardia kill 2 and Coupling enz 0.
For COc1ccc(S(=O)(=O)N2CCN(c3cnccn3)CC2)cc1OC the results were TCR activator -12%, Chronic BCR inh -2%, KCNH2 WT inh 3, A-T KAP1 phos 2%, Tb PFK block 1%, TSHR antag -17 and Giardia kill 4.
`O=C(COc1cccc(Br)c1)N/N=C/C(=O)c1ccccc1` gave TCR activator 3%, GALK inh 3%, CXXC DNA block -1%, Chronic BCR inh 11%, KCNH2 WT inh -4, A-T KAP1 phos 1%, Tb PFK block 20%, TSHR antag -6, Giardia kill -20 and Coupling enz 2.
For COc1ccccc1C1CCN(Cc2ccc(C)cc2)CC1 the results were TCR activator 6%, GALK inh 3%, CXXC DNA block 2%, Chronic BCR inh inconclusive, KCNH2 WT inh 39, A-T KAP1 phos -16%, Tb PFK block 2%, TSHR antag 3, Giardia kill -1 and Coupling enz 3.
Cc1c(C(c2cccc(O)c2)c2c(C)n(C)n(-c3ccccc3)c2=O)c(=O)n(-c2ccccc2)n1C was read as TCR activator 0%[46.1 µM], GALK inh -1%, CXXC DNA block 4%, Chronic BCR inh -3%, KCNH2 WT inh -23, A-T KAP1 phos 3%, Tb PFK block 1%, TSHR antag 5, Giardia kill -3 and Coupling enz 4.
`C=CC(C)(C)c1cc2cc3ccoc3cc2oc1=O` gave TCR activator -1%, CXXC DNA block 7%, Chronic BCR inh inconclusive, KCNH2 WT inh -10, A-T KAP1 phos 1%, Tb PFK block -1%, TSHR antag -12, Giardia kill -8 and Coupling enz 3.
CC1Sc2ccc(S(=O)(=O)CCC(=O)N3CCN(c4ccccc4)CC3)cc2NC1=O (stereo not drawn) was read as TCR activator -1%, GALK inh 1%, CXXC DNA block 32%[activator], Chronic BCR inh 10%, KCNH2 WT inh -2, A-T KAP1 phos 5%, Tb PFK block -3%, TSHR antag -3, Giardia kill 8 and Coupling enz 1.
`Cc1cccc(NC(=O)CSc2nnc(CSc3nc(C)cc(C)n3)n2Cc2ccco2)c1` gave TCR activator 10%, GALK inh 2%, CXXC DNA block 2%, Chronic BCR inh -8%, KCNH2 WT inh 7, A-T KAP1 phos 4%, Tb PFK block 1%, TSHR antag 12, Giardia kill -9 and Coupling enz 0.
